hERG WT inh: blocks the wildtype human KCNH2 potassium channel | Q12809 | U2OS, BacMam KCNH2, thallium flux FluxOr; active compounds read low | activity change, % at 1.84 µM | 340,000 tested, 0.37% active | AID 720551;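 active = maximum activity change below -70%; inconclusive = maximum activity change between -70% and -50%; inactive = maximum activity change above -50%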; also: % is scaled to controls: 0 for no effect and ±100 for the full control effect
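U2OS cells were transduced with wild-type KCNH2 virus (2.03 x 10^8 / mL) for 4 h at room temperature, then cultured overnight at 37 C. Thallium flux was read with FluxOr dye. Rate constants were normalized to DMSO controls.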
KCNH2 3.1 block: KCNH2 3.1 (human) potassium channel inhibition. U2OS KCNH2 3.1, thallium flux FluxOr; active compounds read low. activity change, % (tested at about 1.8 µM). 340,000 tested, 0.95% active;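 active = maximum activity change below -70%; inconclusive = maximum activity change from -70% to -50%; inactive = maximum activity change above -50%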;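 also: thallium influx rate constant from kinetic fluorescence after stimulation buffer; % is scaled to controls: 0 for no effect and ±100 for the full control effect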
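FluxOr-based Tl+ influx in U2OS cells transduced with KCNH2 3.1 virus; rate constants normalized to DMSO controls.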
TRPV1 ag: activates the human vanilloid receptor TRPV1 | 320,000 tested, 0.19% active | AID 540275 | activation, % at 8.33 µM | TRPV1-expressing cells, Fluo-8 calcium influx, agonist mode; in the data active = activation above about 80%; inconclusive = between about 30% and that limit; also: 0% is about no effect
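Fluo-8 calcium influx in TRPV1-expressing cells, kinetic read (ex 480/em 520 nm). Compound added and read 3 min for agonist activity, followed by capsaicin at EC20 final and 2 min further read for enhancement.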
ELG1 repair inh: ELG1-dependent DNA repair inhibition; HEK293T ELG1-luciferase reporter, luminescence, 16 h; DNA damage induced by 5-fluorouridine; Potency, µM (titrated, usually from 46.1 µM), without a hit: at the top dose activity change, negative = inhibition, hits mostly inhibitors; 330,000 tested, 2.3% active; AID 504467; also: potency is read from the fitted curve at half-maximal effect; % is scaled to controls: 0 for no effect and ±100 for the full control effect; nearly all actives have a fitted effect of over 55% in size
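5-Fluorouridine DNA damage + compound/DMSO, 2,000 cells/well, 16 h, 37 °C/5% CO2. ONE-Glo, 30 min RT, luminescence. Readout = decrease in reporter signal.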
USP2a inh: inhibitors of human ubiquitin-specific protease USP2a | O75604 | USP2 core, Ub-CHOP2 coupled fluorogenic reporter, 485/531 | Potency, µM (titrated, usually from 38.3 µM), for inactives: at the highest dose activity change, negative = inhibition, usual class: inhibitors | 330,000 tested, 0.01% active;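 also: potency is read from the fitted curve at half-maximal effect; plate controls were DMSO wells for no effect and full inhibition by NEM control for full effect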
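USP2 core (10nM final) preincubated 30min RT with compound in 20mM Tris-HCl pH 8.0, 2mM CaCl2, 2mM beta-mercaptoethanol, 0.05% CHAPS; 25nM Ub-CHOP2 plus 25nM reporter substrate added, fluorescence (Ex485/Em531) read after 60min.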
AT treatment: potential ataxia-telangiectasia treatments restoring KAP-1 phosphorylation | 320,000 tested, 0.19% active | Potency, µM (doses to about 57.5 µM), without a hit: at the highest dose activation, usual class: activators | […] A-T fibroblasts, KAP-1 phosphorylation AlphaLISA; neocarzinostatin DNA damage 30 min before lysis; also: potency is read from the fitted curve at half-maximal effect; % of control where 0% means no effect; nearly all actives have a fitted effect of over 45% in size
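hTERT-immortalized A-T patient fibroblasts ([…]), 500 cells/well in OPTI-MEM, 1% FBS, got compounds for 60 min, then NCS for 30 min at 37C. Lysates were then assayed for phospho-KAP-1 by AlphaLISA (anti-pKAP1 donor, anti-KAP1 acceptor beads), 6 hr at 25C.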
Mito fusion act: inhibitors of mitochondrial division or activators of mitochondrial fusion | 320,000 tested, 0.23% active | Potency, µM (top dose mostly 46.1 µM), for the others: top-dose growth rescue (activation), actives largely listed as activators | S. cerevisiae fusion-defective mutant growth rescue, CellTiterGlo 48 h;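 also: potency is read from the fitted curve at half-maximal effect; % of control where 0% means no effect; nearly all actives have a fitted effect of over 45% in size; temperature-sensitive fusion mutants such as fzo1-1 at 37 °C on non-fermentable ethanol glycerol medium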
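Temperature-sensitive fusion-defective S. cerevisiae (e.g. fzo1-1, mgm1-5) were grown with compound in YPEG medium (3% ethanol, 3% glycerol) for 48 hours at 37C. Growth rescue was measured as viability by CellTiterGlo luminescence after 10 minutes at ambient.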
TCR activator: T cell receptor activation | primary human leukocytes, anti-CD3, IL-2 HTRF, 48 h | Potency, µM (doses to about 9.22 µM), for the others: top-dose activation of IL-2 secretion, actives largely listed as activators | 330,000 tested, under 10 active; also: % of control where 0% means no effect
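IL-2 produced over 48 hr by a-CD3 bead-stimulated primary human leukocytes exposed to compounds was detected with a homogeneous time-resolved FRET immunoassay, 665nm acceptor signal after 320nm excitation.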
Eya2 inh: inhibitors of human Eya2 phosphatase activity; 330,000 tested, 0.006% active; recombinant Eya2, OMFP fluorescence dephosphorylation (OMFP is methylfluorescein phosphate); AID 488837; O00167; Potency, µM (series often up to 76.9 µM), for the others: at the highest dose activity, negative = inhibition, hits mostly inhibitors; also: potency is read from the fitted curve at half-maximal effect; % is scaled to controls: 0 for no effect and ±100 for the full control effect
Target sequence (O00167 whole entry, looked up): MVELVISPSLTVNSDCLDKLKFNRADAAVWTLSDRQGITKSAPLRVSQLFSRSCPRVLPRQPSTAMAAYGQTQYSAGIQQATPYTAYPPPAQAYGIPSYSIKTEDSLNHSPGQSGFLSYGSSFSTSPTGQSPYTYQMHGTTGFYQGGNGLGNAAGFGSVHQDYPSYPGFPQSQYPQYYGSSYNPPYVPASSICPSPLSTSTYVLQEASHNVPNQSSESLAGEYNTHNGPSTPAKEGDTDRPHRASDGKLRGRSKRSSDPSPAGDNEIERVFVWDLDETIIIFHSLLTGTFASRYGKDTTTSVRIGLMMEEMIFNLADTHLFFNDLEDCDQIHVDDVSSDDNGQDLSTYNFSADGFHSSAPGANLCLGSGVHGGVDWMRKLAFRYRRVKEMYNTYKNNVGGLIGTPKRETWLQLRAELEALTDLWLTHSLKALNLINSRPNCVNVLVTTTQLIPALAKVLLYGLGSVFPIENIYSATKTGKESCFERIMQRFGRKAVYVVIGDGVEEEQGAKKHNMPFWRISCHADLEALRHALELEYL
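Eya2 (0.2 uM) preincubated 10 min at ambient with compound, then OMFP substrate added at 50 uM; 10 min reaction in 50 mM HEPES pH 7.5, 50 mM NaCl, 5 uM MgCl2, 0.05% BSA, 1 mM DTT. Fluorescence read at Ex 485/Em 525 nm.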
TSHR antagonist: antagonists of human thyroid stimulating hormone receptor; P16473; TSHR-expressing cells, TSH-stimulated cAMP HTRF, 2 h; active compounds read low; activity change, negative = inhibition, % at 11.5 µM; 330,000 tested, 0.2% active;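 active = activity change below a set negative limit, meaning inhibition stronger than a set level, cut at about -70% in these data; inconclusive = activity change between two set negative limits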; also: % is scaled to controls: 0 for no effect and ±100 for the full control effect
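Freshly harvested TSHR cells receive pin-tooled compound, then EC80 TSH at 4nM final. After 2 hours at 37 deg C, antibody in lysis buffer and cAMP-d2 are added; 30 minutes at ambient temperature precede the HTRF read.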
* hit, by the source's call; i = inactive; u = inconclusive; x = no result given; [ ] = dose if it differs, or a comment. Unless noted, calls follow the shape of the dose curve; as a rule, active = well fitted curve in the direction sought with a large enough effect; inconclusive = small, poorly fitted or top-dose-only effect, or another doubt; inactive = no such curve, though single readings can be large; an effect the other way counts as inactive or inconclusive.

Values in the order: hERG WT inh	KCNH2 3.1 block	TRPV1 ag	ELG1 repair inh	USP2a inh	AT treatment	Mito fusion act	TCR activator	Eya2 inh	TSHR antagonist
CCCCn1c(N)c(N(CCOC)C(=O)c2ccc(-c3cccc(C(F)(F)F)c3)o2)c(=O)[nH]c1=O
→ 0.3	12.9	-2.2	0.3%	-0.7%	-0.4%	-4.2%	-1.9%	-8.2%	1.9
O=C(CCC(=O)c1cccs1)NCc1cccc(C(F)(F)F)c1
→ -1.2	11.4	4.6	18.3%	1.1%	-1.1%	-1.9%	3.7%	-2.6%	12.4
CC(C)C1Nc2c(C(=O)O)cccc2C(Nc2ccccc2C(=O)O)C1(C)C (stereo not drawn)
→ -5.3	-3.5	-1.7	0.2%	2.2%	6.9%	3.5%	0.4%	-6.4%	-8.3
Cc1ccc(SCC(=O)OCC(=O)N(CC(C)C)C2CCS(=O)(=O)C2)cc1C (stereo not drawn)
→ -1.5	2.2	4.6	-4.2%	0.4%	-11.2%	-13.3%	1.0%	-21.8%	8.6
COc1cc(Cl)c(C)cc1N1C(=O)CN(Cc2ccccc2)C1=S
→ 13.8	2.2	u	-8.6%	-3.8%	-6.5%	-13.4%	7.5%	-6.0%	-4.1
S=c1nc[nH]c2c1[nH]c1ccccc12
→ -10.1	-12.2	-5.4	18.2%	2.3%	2.7%	-0.4%	-52.5%	0.4%	154.1
COc1ccc(-c2cc(C)no2)cc1S(=O)(=O)NCCCN1CCCCCC1
→ 13.5	-2.3	9.7	11.9%	6.3%	5.8%	-1.5%	1.0%	-1.5%	-9.0
COc1ccc(NC(=O)CSc2nnc(Cn3cnc4ccccc43)o2)cc1
→ 10.8	1.3	-3.0	u	-0.3%	-2.7%	2.1%	1.5%	0.9%	3.1
COC(=O)Cn1cc(/C=C/[N+](=O)[O-])c2ccccc21
→ -0.6	16.7	-4.3	u	0.3%	-7.9%	3.1%	0.9%	0.3%	1.8
COC(=O)C1C2C=CC3(CN(C4CCCC4)C(=O)C13)O2 (stereo not drawn)
→ -22.1	6.3	-0.1	-0.3%	-2.6%	0.5%	-1.3%	-1.9%	-3.8%	2.1
COc1cc(OC)c(-c2nn3c(-c4ccncc4)nnc3s2)cc1OC
→ x	x	-4.7	-24.8%	u	-1.5%	0.7%	x	0.6%	-15.4
CC(C)CCNC(=O)CCc1nnc2ccc(N3CCC(C)CC3)nn12
→ -5.4	-4.9	2.7	-26.3%	-6.0%	2.3%	-10.0%	7.7%	u	-9.3
Cc1nn2cnnc2c(C)c1Cc1ccc(Cl)cc1
→ -4.5	-11.3	-0.7	-16.6%	1.0%	-6.8%	9.7%	6.3%	11.1%	2.6
Cc1cccc(C(C)C)c1NC(=O)Cc1ccc(S(=O)(=O)N2CCOCC2)s1
→ -11.1	-20.3	1.4	-1.1%	-0.9%	-3.6%	1.4%	-8.3%	-21.5%	7.1
CCS(=O)(=O)NCCc1cc2ccc(C)cc2[nH]c1=O
→ -4.0	-5.1	-2.9	-7.7%	2.1%	6.4%	0.3%	3.2%	1.5%	10.1
CC1(C)CC(NC(=O)CSc2ccccc2)CC(C)(C)N1
→ i	10.9	-0.8	3.8%	3.0%	-0.4%	-1.9%	-2.4%	-5.7%	-0.2
CC1(C)CN(c2ccccc2)N(Cc2ccc(F)cc2)C1=O
→ -7.8	7.5	x	-14.2%	-0.4%	5.7%	0.0%	-1.2%	4.9%	-6.2
COc1ccc(N(C(=O)COc2ccccc2)C2C=CS(=O)(=O)C2)c(OC)c1 (stereo not drawn)
→ 27.3	-15.7	-3.2	9.6%	2.8%	-0.5%	-0.6%	-0.6%	11.8%	4.1
CCn1c(CC(=O)Nc2cccc(OC)c2)nnc1SCC(=O)Nc1nccs1
→ 7.9	-12.0	-3.7	2.9%	1.8%	7.2%	0.9%	x	4.7%	-0.1
O=C(CCC(=O)c1cccs1)NNC(=O)c1ccccc1Cl
→ -1.8	9.9	-1.0	-0.2%	0.4%	0.1%	-2.5%	-6.7%	-2.6%	-2.0
COc1ccc2oc(C(=O)OCc3nnc(-c4ccccc4)o3)c(C)c2c1
→ -6.1	-22.4	15.2	12.9%	0.3%	0.6%	2.8%	5.5%	2.1%	11.6
CCOc1ccccc1NC(=O)C(NCCc1ccc(OC)cc1)c1ccccc1 (stereo not drawn)
→ 3.2	-33.4	0.1	u	-1.2%	12.4%	0.1%	2.5%	1.7%	-73.2*
COC(=O)c1c(NC(=O)C2CC(=O)NN2Cc2ccccc2)sc(C)c1C (stereo not drawn)
→ 0.3	6.3	6.4	-10.0%	-0.1%	1.9%	-3.8%	-0.2%	-6.6%	21.5
COc1ccc(C2C(C(=O)N3CCC(C(N)=O)CC3)CC(=O)N2c2ccc(OC)cc2)cc1 (stereo not drawn)
→ 3.2	-4.7	-0.5	-17.4%	1.7%	-2.6%	-1.4%	2.8%	-13.8%	1.1
O=C(Oc1ccc(-c2nnco2)cc1)c1ccc(Br)o1
→ -23.7	-6.6	-3.1	14.4%	0.7%	0.0%	-1.6%	3.4%	4.7%	0.2
NS(=O)(=O)c1ccc(NNC(=O)c2ccccc2)cc1
→ 1.5	11.3	1.4	26.2%	0.9%	-10.3%	2.0%	9.4%	-3.7%	1.4
O=C(/C=C/c1cccc(F)c1)N(c1ccccn1)C1CCCCC1
→ -1.7	1.9	8.3	-12.9%	3.6%	0.9%	11.3%	-5.7%[46.1 µM]	-0.6%	-1.1
CC(=O)c1ccc(-c2ccc(C(=O)N(C)Cc3nc4ccccc4c(=O)[nH]3)o2)cc1
→ 12.4	21.8	u	-26.2%	-0.6%	-1.1%	-0.1%	x	10.6%	-5.0
N/C(=N/OC(=O)c1cccc([N+](=O)[O-])c1)c1cccc([N+](=O)[O-])c1
→ -5.6	-9.5	-1.2	u	-1.2%	3.4%	0.6%	x	-3.7%	1.1
Cc1cc(C(=O)OCC(=O)NCCc2ccccc2)c2ccccc2n1
→ -2.5	7.5	1.1	12.5%	-0.4%	8.2%	-8.6%	8.1%	-1.1%	-0.5
Cc1c(NC(=O)N(C)C)c(=O)n(-c2ccccc2)n1C
→ 3.5	1.4	-1.3	23.7%	1.2%	7.8%	0.8%	4.4%[46.1 µM]	-7.3%	13.6
C=CCC1(CC=C)CCCN1C(=O)c1cc(COc2ccccc2SC)on1
→ -2.2	-13.0	1.3	u	0.5%	6.2%	-0.3%	-16.5%	-22.6%	-33.2
O=C(NC1CCCC1)C1CCCN1C(=O)Nc1ccccc1 (stereo not drawn)
→ 15.0	-86.7*	-1.6	-0.4%	4.1%	9.1%	-1.8%	7.3%	5.4%	-6.6
CCn1c(=O)n(CC(=O)Nc2cc(OC)ccc2OC)c(=O)c2ccccc21
→ -6.2	13.9	-1.4	3.6%	1.4%	-1.6%	-0.7%	10.8%	11.1%	5.7
O=C(NCCS(=O)(=O)N1CCN(c2ccccc2)CC1)C1CCCC1
→ -11.2	-16.3	-0.6	1.9%	4.0%	3.7%	-3.9%	-22.7%	8.3%	4.1
Nn1c(-c2ccc(F)cc2)nc2ccccc2c1=O
→ 2.3	15.9	9.6	-17.4%	0.9%	-4.5%	-22.8%	-2.8%	-7.2%	-6.2
O=C(Cc1ccc(Cl)cc1)NNS(=O)(=O)c1ccc([N+](=O)[O-])cc1
→ -5.1	4.5	-0.9	-1.0%	2.3%	1.5%	3.7%	-11.0%[46.1 µM]	4.9%	8.9
COc1cccc(/C=N/NC(=O)c2ccccc2)c1OS(=O)(=O)c1ccccc1
→ -22.2	-6.4	28.6	u	1.7%	2.5%	-5.8%	10.4%[46.1 µM]	-7.4%	22.5
O=[N+]([O-])C(=C1NCCN1)C(Cl)=C(Cl)Cl
→ -11.0	-8.2	2.1	1.0%	0.9%	5.4%	-1.0%	0.8%	-0.5%	-10.7
Cc1cc(NC(=O)CN2C(=O)NC(C)(c3ccc(Cl)cc3)C2=O)no1 (stereo not drawn)
→ -2.0	-20.0	1.2	-12.1%	2.0%	4.7%	-1.0%	0.3%	1.9%	10.8

Bioassay records as filed in PubChem BioAssay.

These rows are one share of the data; rates above refer to the full screens.
